Bioassay records from PubChem BioAssay.
VLA-4 agonist: allosterically activates the human VLA-4 integrin | Jurkat cells, LDV-FITC binding, flow cytometry | activation, % at 10 µM (by protocol) | 24,000 tested, under 10 active;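 active means fluorescent ligand binding to cells raised by more than 40% of the manganese-induced maximum; inconclusive means compound's own fluorescence above 85% of the ligand control signal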;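 further: 0% = ligand binding without compound and 100% = manganese-stimulated maximal binding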
Target sequence (P13612 whole entry, looked up): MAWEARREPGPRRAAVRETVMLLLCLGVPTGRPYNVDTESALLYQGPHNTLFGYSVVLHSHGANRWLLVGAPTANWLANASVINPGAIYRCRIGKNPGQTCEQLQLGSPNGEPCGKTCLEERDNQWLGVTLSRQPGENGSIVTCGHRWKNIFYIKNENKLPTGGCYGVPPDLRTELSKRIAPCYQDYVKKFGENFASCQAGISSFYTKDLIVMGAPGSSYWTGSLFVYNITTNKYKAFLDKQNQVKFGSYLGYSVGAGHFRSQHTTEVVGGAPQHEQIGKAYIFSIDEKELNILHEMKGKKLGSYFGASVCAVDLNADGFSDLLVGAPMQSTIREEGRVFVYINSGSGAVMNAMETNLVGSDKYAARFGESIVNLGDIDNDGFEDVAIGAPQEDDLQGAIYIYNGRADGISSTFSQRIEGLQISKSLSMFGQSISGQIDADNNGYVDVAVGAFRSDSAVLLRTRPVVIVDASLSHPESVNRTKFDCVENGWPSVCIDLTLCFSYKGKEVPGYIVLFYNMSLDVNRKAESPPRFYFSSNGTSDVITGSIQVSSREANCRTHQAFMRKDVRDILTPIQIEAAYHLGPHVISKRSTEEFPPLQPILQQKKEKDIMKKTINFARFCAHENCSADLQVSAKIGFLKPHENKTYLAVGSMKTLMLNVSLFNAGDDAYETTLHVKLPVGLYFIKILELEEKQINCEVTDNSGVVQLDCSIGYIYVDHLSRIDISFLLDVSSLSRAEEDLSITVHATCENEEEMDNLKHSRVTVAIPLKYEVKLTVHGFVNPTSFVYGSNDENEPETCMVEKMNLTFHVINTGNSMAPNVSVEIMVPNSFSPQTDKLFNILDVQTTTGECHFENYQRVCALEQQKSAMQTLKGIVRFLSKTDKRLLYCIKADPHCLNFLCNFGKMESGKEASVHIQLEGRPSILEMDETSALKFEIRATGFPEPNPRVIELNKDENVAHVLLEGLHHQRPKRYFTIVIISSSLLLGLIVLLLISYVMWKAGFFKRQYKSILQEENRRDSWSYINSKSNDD
LNCaP diff act: activators of LNCaP prostate cell differentiation; flow cytometry side scatter, 4 d; hit rate 0.56% among 24,000; AID 795; side scatter shift, % at 10 µM;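 active means side scatter shift above 30%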;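 further: androgen-responsive LNCaP prostate cancer cells in charcoal-stripped serum medium; percent of cells past a gate set so DMSO wells show 10% shift; higher shift means more granular cells and more differentiation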
VLA-4 antagonist: inhibition of LDV-FITC ligand binding to human VLA-4 integrin. Jurkat cells, LDV-FITC binding with Mn2+, flow cytometry; 100% = Mn2+-driven binding gain fully reversed. inhibition, % at 10 µM (by protocol). hit rate 0.2% among 24,000;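 active means inhibition above 50%; inconclusive means compound itself fluorescent, judged against control cell fluorescence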;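 further: 0% = Mn2+ stimulated cells lacking compound and 100% = ligand binding without Mn2+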
Autofluor Jurkat: counter-screen for VLA-4 integrin: compound autofluorescence in Jurkat cells | flow cytometry; active compounds read high; 1 = vehicle-only cell background | fluorescence ratio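 (tested at 10 µM compound in the well)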 | hit rate 0.61% among 24,000 | AID 576;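 active means fluorescence ratio above 2.44, which is 1 plus 3 SD of all ratios; inconclusive means signal too bright to measure linearly, ratio around 10 or more; inactive means fluorescence ratio below 2.44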;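 further: green fluorescence of cells measured with 488 nm excitation and 530 nm emission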
An asterisk follows results filed as active; ? = inconclusive; · = not tested or not shown. These rows are one share of the data (hit frequency here may not be typical).

entry	structure	VLA-4 agonist	LNCaP diff act	VLA-4 antagonist	Autofluor Jurkat
1	Cc1ccccc1NC(=O)CSc1nnc(Cc2cccn2C)n1-c1ccc(F)cc1	-1	3	-2	1
2	COC(=O)c1cc(Cl)c(NS(=O)(=O)c2ccccc2)cc1OC	6	20	-33	1
3	CCOC(=O)N1CCC(Nc2c(OCC)c(=O)c2=O)CC1	5	2	-26	1.1
4	CC(=O)c1cc(-c2ccccc2)n(CC(=O)NCc2cccs2)c1C	-6	20	19	1.1
5	O=C(C1CCN(S(=O)(=O)c2cccnc2)CC1)N1CCN(C2CCCC2)CC1	5	1	7	0.9
6	COc1cccc(-c2cc(C(=O)Nc3cccc(O)c3)no2)c1	?	8	?	1.3
7	Cc1cc(S(=O)(=O)NCCCN2CCOCC2)ccc1F	-3	3	-3	1.2
8	COc1ccc(C2=NOC(C(=O)NCC(C)C)C2)cc1 (centres undefined)	4	9	12	1.1
9	COC(=O)c1cn(C(=O)c2ccccc2F)nc1N	2	3	-2	0.95
10	Cc1c(Cl)cccc1NC(=O)CCN1CCCCC1	-4	9	-10	1

Among those listed so far, these contain a halogen.
entry	structure	VLA-4 agonist	LNCaP diff act	VLA-4 antagonist	Autofluor Jurkat
1	Cc1ccccc1NC(=O)CSc1nnc(Cc2cccn2C)n1-c1ccc(F)cc1	-1	3	-2	1
2	COC(=O)c1cc(Cl)c(NS(=O)(=O)c2ccccc2)cc1OC	6	20	-33	1
7	Cc1cc(S(=O)(=O)NCCCN2CCOCC2)ccc1F	-3	3	-3	1.2
9	COC(=O)c1cn(C(=O)c2ccccc2F)nc1N	2	3	-2	0.95
10	Cc1c(Cl)cccc1NC(=O)CCN1CCCCC1	-4	9	-10	1

Going on with the list.
entry	structure	VLA-4 agonist	LNCaP diff act	VLA-4 antagonist	Autofluor Jurkat
11	CCCN1Cc2cccc(C(=O)Nc3ccc4c(c3)OCO4)c2C1=O	?	6	?	1.1
12	CCOC(=O)c1cnc2c(C)c(Cl)ccc2c1N1CCOCC1	-5	3	20	1.1
13	O=C(c1c[nH]c2ccc(S(=O)(=O)N3CCOCC3)cc2c1=O)N1CCCC1	2	6	-6	1
14	CCOC(=O)Cn1c(C(C)=O)nc2ccccc21	3	16	0	1
15	COc1cc(NC(=O)C2CCC(CNc3c(N4CCCCC4)c(=O)c3=O)CC2)cc(OC)c1 (centres undefined)	11	3	-11	0.88
16	CCCCC(=O)Nc1cccc(-c2cn3ccsc3n2)c1	2	12	-13	1
17	Cn1c(=O)n(C)c2cc(/C=N/n3cnnc3)ccc21	?	6	?	1.1
18	Cc1cccc(N2CCN(C(=O)CS(=O)(=O)Cc3nc(-c4ccccc4F)oc3C)CC2C)c1 (centres undefined)	1	5	9	0.96
19	CCCC(=O)c1ccc(N2CCN(C(=O)c3ccc(Br)cc3)CC2)c(F)c1	-25	7	21	1.2
20	CC1CC(C)CN(CCCNC(=O)Cn2ncc3c(=O)oc4ccccc4c32)C1 (centres undefined)	7	2	-11	0.94
21	COc1ccc(NC(=O)CSc2nc3ccccc3c(=O)n2CCNC(C)=O)c(OC)c1	?	3	?	1.1
22	Cc1ccc(-n2ncc3c(=O)n(CC(=O)NC4CCCC4)cnc32)cc1C	1	4	-1	0.94
23	CC(C)CNC(=O)c1ccccc1NC(=O)CN(c1ccc2c(c1)OCCO2)S(C)(=O)=O	6	15	16	1.1
24	COc1ccccc1NC(=O)CCc1nc(-c2cccs2)no1	2	1	-3	1
25	CC(C)COc1ccc(-c2nnn(CC(=O)N3CCCC3)n2)cc1	2	3	0	0.97
26	O=C(NCN1CCCCC1)c1cccnc1	-6	2	-15	1
27	Cc1ccc(NC(=O)CCNS(=O)(=O)c2ccc3c(c2)oc(=O)n3C)c(C)c1	8	·	-10	1.2
28	CCOCCCNC(=O)c1c[nH]c2ccc(S(=O)(=O)Nc3cccc(OC)c3)cc2c1=O	4	7	-27	1.1
29	COc1ccc(N2CSC3=C(C#N)C(c4cc(OC)ccc4OC)CC(=O)N3C2)c(OC)c1 (centres undefined)	?	4	?	1.4
30	C/C=C/CSc1nc2c(c(=O)[nH]c(=O)n2C)n1Cc1ccc(C)cc1	-4	1	5	1

4 structures from above, arranged by heavy-atom count, smallest number first:
entry	structure	VLA-4 agonist	LNCaP diff act	VLA-4 antagonist	Autofluor Jurkat
26	O=C(NCN1CCCCC1)c1cccnc1	-6	2	-15	1
19	CCCC(=O)c1ccc(N2CCN(C(=O)c3ccc(Br)cc3)CC2)c(F)c1	-25	7	21	1.2
28	CCOCCCNC(=O)c1c[nH]c2ccc(S(=O)(=O)Nc3cccc(OC)c3)cc2c1=O	4	7	-27	1.1
18	Cc1cccc(N2CCN(C(=O)CS(=O)(=O)Cc3nc(-c4ccccc4F)oc3C)CC2C)c1 (centres undefined)	1	5	9	0.96

More compounds follow:
entry	structure	VLA-4 agonist	LNCaP diff act	VLA-4 antagonist	Autofluor Jurkat
31	CCC(C)(C)n1nnnc1C(c1ccccc1OC)N1CCSCC1 (centres undefined)	-4	10	-4	1
32	COc1ccc(-c2cc3nc(C)c(CCC(=O)NCc4ccco4)c(C)n3n2)c(OC)c1	-8	4	18	1
33	CSc1nnc(Cn2c(=O)sc3ccccc32)n1C	?	10	?	0.84
34	O=C(CN1C(=O)c2ccccc2C1=O)NCC1COc2ccccc2O1 (centres undefined)	?	15	?	1.1
35	COC(=O)c1ccc(NC(=O)Cn2nnc3ccccc32)cc1	-2	3	2	1
36	CCOC(=O)N1CCN(C(=O)C2CCC(CNS(=O)(=O)c3ccc(Cl)cc3)CC2)CC1 (centres undefined)	-5	5	14	1.2
37	CCCN1C(=O)c2cc(C(=O)O)ccc2C1O (centres undefined)	0	4	0	0.99
38	Cc1cc(C)cc(OCC(=O)Nc2cccc(-c3nc4ncccc4o3)c2)c1	0	3	-18	1.1
39	CCn1cc(C(=O)NCCCOC)c(=O)c2cc(S(=O)(=O)N(C)C)ccc21	-3	8	-11	1.1
40	O=C(NCc1cccnc1)C1CCCN(S(=O)(=O)c2ccc(Cl)cc2)C1 (centres undefined)	0	8	-2	1.1
41	COc1ccc(OCC(=O)N2CCN(C(=O)COc3ccc(Br)cc3)CC2)cc1	-3	5	4	1.1
42	COc1cccc(-c2csc3nnc(SCC(=O)c4ccc(NC(C)=O)cc4)n23)c1	-12	4	-16	0.92
43	C=CCc1cc(OC)ccc1OCC(O)CN1CCN(c2ccc(OC)cc2)CC1 (centres undefined)	-4	7	5	0.98
44	Cn1c(=O)cc(SCC(=O)Nc2ccccn2)c2ccccc21	?	11	?	2.2
45	CCc1nnc(NC(=O)c2ccc(S(=O)(=O)N(CC)Cc3ccccc3)cc2)o1	6	2	11	1.1
46	COc1cc2c(C(=O)NCCCN3CCN(c4cccc(Cl)c4)CC3)cn(C)c(=O)c2cc1OC	-4	11	-1	1.2
47	CCOc1ccc2nc(N3CCC(C(=O)Nc4nnc(CC)s4)CC3)sc2c1	2	3	5	0.98
48	CSC1=NCCN1C(=O)COc1ccc2ccccc2c1	-6	9	-6	1.1
49	COCCNC(=O)CS(=O)(=O)Cc1nc(-c2ccc(C)cc2)oc1C	?	8	?	0.99
50	Cc1nnc(NC(=O)CSc2cn(CCNC(=O)c3ccccc3)c3ccccc23)s1	-6	10	-2	1
51	Cc1nnc(SCC(=O)N(C(C)C)C(C)C)nc1C	8	3	-25	1.1
52	CCC1c2ccc(C)n2CCN1C(=O)Nc1cc(Cl)ccc1OC (centres undefined)	?	3	?	2
53	COc1ccc(OC)c(S(=O)(=O)Nc2ccccc2C(=O)O)c1	-3	9	-24	0.92
54	COC(=O)C1Cc2c([nH]c3ccccc23)CN1 (centres undefined)	?	9	?	4.1*
55	COc1cc(C2=NOC(C(=O)N3CCCCCC3)C2)cc(OC)c1OC (centres undefined)	-11	5	3	1.1
56	c1ccc(COc2nsnc2N2CCOCC2)cc1	1	3	10	0.76
57	COc1cccc(Cn2nnc(C(=O)Nc3ccc(C)cc3)c2N)c1	-1	6	-1	1.1
58	COC(=O)c1oc2ccc(Br)cc2c1NC(=O)CCCN1C(=O)c2ccccc2C1=O	-4	19	1	1
59	COc1ccc(CNc2ccc(C(=O)O)cc2)cc1	0	5	-7	0.99
60	O=c1c2cc3c(cc2[nH]c(=S)n1Cc1ccco1)OCO3	4	3	-2	1.1
61	O=C(NCC1CCCO1)C1CCC(CNS(=O)(=O)c2ccccc2)CC1 (centres undefined)	3	8	-6	1
62	O=c1cc(-c2ccccc2)[nH]c2ccccc12	1	·	-7	1
63	Clc1cccc(Cl)c1COc1ccncc1	10	17	1	1.1
64	COc1ccccc1Cn1nnc2c(=O)[nH]c(C3CCN(C(=O)c4ccc(F)cc4)CC3)nc21	-6	10	1	1.2
65	Cc1nc2ncnn2c(C)c1CCC(=O)N1CCN(c2ccccn2)CC1	-1	4	10	0.99
66	COc1cc2c(C(=O)NC3CCCCCC3)cn(C)c(=O)c2cc1OC	7	9	-22	1
67	CC(=O)Nc1ccc(S(=O)(=O)NCc2cn3c(C)csc3n2)cc1	2	9	-7	1.1
68	CCOC(=O)N1CCN(C(=O)CSc2nnc(Cc3cccn3C)n2CCc2ccccc2)CC1	-1	7	16	1
69	C=C(C)Cn1c(C(C)NC(=O)CCC)nc2ccccc21 (centres undefined)	-2	4	16	1
70	O=C(CCCn1c(SCC(=O)c2ccc(Cl)cc2)nc2ccccc2c1=O)NCc1ccco1	-3	5	10	1.1
71	CCCCNC(=O)C1c2cc(OC)c(OC)cc2C(=O)N(C)C1c1ccc(OC)cc1 (centres undefined)	2	7	-16	0.98
72	Cc1cccc(NC(=O)C2CCCN(C(=O)Nc3ccccc3)C2)c1C (centres undefined)	-1	7	-10	1.1
73	CCc1ccc(-c2nc(CN3CCCC(C(=O)NCCc4ccc(OC)c(OC)c4)C3)c(C)o2)cc1 (centres undefined)	-11	27	41	1.2
74	COc1ccc(NC(=O)CSc2nc3c(c(=O)[nH]2)CCC3)cc1OC	-6	10	-15	1
75	CC(=O)c1cccc(NC(=O)c2ccc(NS(C)(=O)=O)cc2)c1	4	3	-12	0.99
76	COc1cccc(Cn2nnc3c(=O)[nH]c(C4CCCN(C(=O)c5ccccc5Cl)C4)nc32)c1 (centres undefined)	-5	6	-5	1.2
77	O=C(Nc1ccc2c(c1)OCCO2)c1cnc2ccccn2c1=O	-2	17	12	1.1
78	CC(=O)NCC(=O)N(c1ccccc1)C1(C(=O)NC2CCCCC2)CCCCC1	6	3	-19	0.97
79	CN(C(=O)c1ccc2c(=O)n3c(nc2c1)CCCCC3)c1ccccc1	0	13	-2	1
80	CNc1csc(C)c(C)c1=O	4	3	-6	0.93

Later entries.
entry	structure	VLA-4 agonist	LNCaP diff act	VLA-4 antagonist	Autofluor Jurkat
81	CSCCC(NC(=O)C1CCC(C)CC1)C(=O)NCCN1CCOCC1 (centres undefined)	4	1	9	0.95
82	CN(C)CCN1C(=O)C(O)=C(C(=O)c2cc3ccccc3o2)C1c1ccc(N(C)C)cc1 (centres undefined)	2	9	-9	1.2
83	CC(=O)C1=C(O)C(=O)N(C2CCCCC2)C1c1ccccc1 (centres undefined)	2	10	-12	1.1
84	CC1CCCCC1NC(=O)C1CCN(S(=O)(=O)N2CCC3(CC2)OCCO3)CC1 (centres undefined)	10	0	-3	0.98
85	CN(CC(=O)NCCc1ccccc1)S(=O)(=O)c1cccs1	7	12	-14	1
86	O=C(NCc1ccc(F)cc1)C1CCN(S(=O)(=O)N2CCC3(CC2)OCCO3)CC1	0	6	3	1.1
87	CCN1CCN(CCNC(=O)c2ccc(CS(=O)(=O)c3ccccc3C)o2)CC1	5	6	-16	1
88	O=C(COC(=O)CSc1nnc(-c2ccc(Cl)cc2)o1)NCc1ccc2c(c1)OCO2	0	12	-5	1.1
89	CCn1cc(C(=O)N=c2sc3ccccc3n2C)c(=O)c2ccc(C)nc21	2	4	-8	1.1
90	COc1ccc(CCNC(=O)c2cc3ccccn3n2)c(OC)c1OC	2	4	7	1
91	NC(=O)c1cc2ccc(O)cc2oc1=NCc1ccccc1	?	14	?	1.1
92	CC(C)OCCCN1C(=O)c2ccccc2C1C(=O)NC1CCCCC1 (centres undefined)	3	5	12	0.99
93	O=C(O)c1cccc(N2C(=O)CSC2c2c(F)cccc2Cl)c1 (centres undefined)	2	3	-2	1.1
94	CS(=O)(=O)NCCSCc1c(F)cccc1Cl	5	12	-6	1.1
95	O=C(CCCCCn1c(=O)[nH]c2ccsc2c1=O)N1CCN(C2CCCCC2)CC1	-2	4	9	0.99
96	Cc1ccc2oc(=O)n(CC(=O)O)c2c1	6	9	-10	0.99
97	CCSc1nc2nc(C)cc(C)n2n1	13	18	-28	0.95
98	Cc1ccc(-n2nnc3c(=O)n(CC(=O)NCC4CCCO4)cnc32)cc1 (centres undefined)	2	4	9	0.99
99	CCOc1cccc2cc(-c3nnc(NCc4ccco4)s3)c(=O)oc12	?	9	?	1.6
100	O=C(Cn1cccc1)N1CCN(C(c2ccccc2)c2ccccc2)CC1	-3	10	-14	1
101	O=C(CCN1C(=O)COc2ccccc21)NCc1ccco1	0	8	1	1.1
